CD11b adhes enh: CD11b/CD18-fibrinogen binding enhancement | P05107+P11215 | K562 CD11b/CD18 adhesion to fibrinogen, ATPlite luminescence | activation, % at 10 µM | 93,000 compounds, 0.07% hits;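 active = 10 µM primary screen giving 50% or more activity, confirmed by 40% or more on retest at that dose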; note: strong numbers were not always called active; reference of the scale not given here
Target sequence (P05107 whole entry, looked up, other chains not shown): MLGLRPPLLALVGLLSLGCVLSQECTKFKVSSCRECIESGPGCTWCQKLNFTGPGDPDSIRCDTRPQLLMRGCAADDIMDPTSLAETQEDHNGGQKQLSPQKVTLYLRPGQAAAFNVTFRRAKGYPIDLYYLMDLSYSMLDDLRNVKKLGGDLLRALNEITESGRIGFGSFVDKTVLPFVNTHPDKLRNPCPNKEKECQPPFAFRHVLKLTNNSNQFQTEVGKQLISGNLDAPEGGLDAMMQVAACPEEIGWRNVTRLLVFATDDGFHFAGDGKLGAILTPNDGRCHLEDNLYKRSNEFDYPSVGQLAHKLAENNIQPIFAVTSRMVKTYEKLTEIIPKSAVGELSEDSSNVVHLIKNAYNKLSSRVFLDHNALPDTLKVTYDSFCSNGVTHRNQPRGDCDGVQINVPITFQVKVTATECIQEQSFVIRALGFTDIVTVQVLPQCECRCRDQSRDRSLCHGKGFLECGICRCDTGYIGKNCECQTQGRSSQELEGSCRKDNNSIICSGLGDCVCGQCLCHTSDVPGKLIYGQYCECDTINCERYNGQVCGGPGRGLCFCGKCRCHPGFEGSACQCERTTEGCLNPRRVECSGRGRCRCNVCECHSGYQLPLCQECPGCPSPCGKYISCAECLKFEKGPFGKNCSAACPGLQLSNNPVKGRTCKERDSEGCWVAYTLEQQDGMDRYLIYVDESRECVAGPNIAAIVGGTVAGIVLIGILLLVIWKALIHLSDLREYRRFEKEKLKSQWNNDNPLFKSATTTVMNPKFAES
An asterisk follows results filed as active. Some of the compounds tested. The share of hits here may be higher or lower than overall.

SMILES	CD11b adhes enh
CC(/C=N/NC(=O)CSc1nc(C)cc(C)n1)=C\c1ccccc1	0
S=c1[nH]nc(COc2ccccc2)n1/N=C/c1cccs1	2
O=C(CSCC(=O)Nc1ccccc1)N/N=C/c1c(O)ccc2ccccc12	-2
NS(=O)(=O)c1ccc(CCNC(=O)C2CCN(S(=O)(=O)c3cnc[nH]3)CC2)cc1	-7
O=C1C(c2ccccc2)C(c2ccccc2)NC(c2ccccc2)C1c1ccccc1 (configuration not stated)	1
COCC(C)n1c(SCC(=O)NNC(=O)c2ccccc2)nc2ccccc2c1=O (configuration not stated)	2
Cc1ncc([N+](=O)[O-])n1CCOC(=O)Nc1ccc(Cl)c(Cl)c1	-2
CN=C(Nc1cc(C)nn1-c1ccccc1)c1ccccc1F	-8
N/C(=N\OC(=O)CCCCCN1C(=O)c2ccccc2C1=O)c1ccccc1	3
COc1ccc(/C=N/NC(=S)NC2CCS(=O)(=O)C2)cc1 (configuration not stated)	1
Cc1cc(=O)[nH]c(SCc2nnnn2-c2ccc(Cl)cc2)n1	2
Cc1ccccc1NC(=O)c1c(C)nc(SCC(=O)OCc2ccccc2)c(C#N)c1-c1ccc(F)cc1	17
Clc1cncc(Cl)c1NNc1c2ccccc2nc2ccccc12	68
O=C(Nc1nc(-c2ccccc2)cs1)c1cccc([N+](=O)[O-])c1C(=O)O	5
S=C(Nc1ccccc1)Nc1nc2ccccc2n1CCOc1ccc(Br)cc1	2
Cc1cc(O)c(/C=N/Nc2ccccc2Cl)c(=O)o1	0
Cc1c(Cl)cccc1NC(=S)N1CCN(Cc2ccc3c(c2)OCO3)CC1	4
C=CCN1CN(Cc2ccco2)CNC1=S	0
Cc1occc1C(=O)NNC(=S)Nc1cccc([N+](=O)[O-])c1	-3
Cc1ccc(NC(=O)C(Cc2ccccc2)N2C(=O)C3C4CCC(C4)C3C2=O)cc1Cl (configuration not stated)	-5
CC(=O)Nc1ccc(S(=O)(=O)N2CCN(c3cc4c(cc3[N+](=O)[O-])n(C)c(=O)n4C)CC2)cc1	-8
COC(=O)c1ccc(C(=O)OC)c(NC(=O)N2c3ccccc3Sc3ccccc32)c1	2
CCc1ccc[n+](-c2[nH]c(=O)sc2/C=N/NC([S-])=Nc2ccccc2)c1	0
Cc1ccc(NC(=S)N2CCN(C3CCCCC3)CC2)cc1	-3
Cc1ccccc1CN(CC(=O)Nc1cccc([N+](=O)[O-])c1)S(=O)(=O)c1ccc(Cl)cc1	-1

A second format for some results above.
CD11b adhes enh | SMILES
0 | CC(/C=N/NC(=O)CSc1nc(C)cc(C)n1)=C\c1ccccc1
2 | S=c1[nH]nc(COc2ccccc2)n1/N=C/c1cccs1
-2 | O=C(CSCC(=O)Nc1ccccc1)N/N=C/c1c(O)ccc2ccccc12
-7 | NS(=O)(=O)c1ccc(CCNC(=O)C2CCN(S(=O)(=O)c3cnc[nH]3)CC2)cc1
1 | O=C1C(c2ccccc2)C(c2ccccc2)NC(c2ccccc2)C1c1ccccc1 (configuration not stated)
2 | COCC(C)n1c(SCC(=O)NNC(=O)c2ccccc2)nc2ccccc2c1=O (configuration not stated)
-2 | Cc1ncc([N+](=O)[O-])n1CCOC(=O)Nc1ccc(Cl)c(Cl)c1
-8 | CN=C(Nc1cc(C)nn1-c1ccccc1)c1ccccc1F
3 | N/C(=N\OC(=O)CCCCCN1C(=O)c2ccccc2C1=O)c1ccccc1
1 | COc1ccc(/C=N/NC(=S)NC2CCS(=O)(=O)C2)cc1 (configuration not stated)
2 | Cc1cc(=O)[nH]c(SCc2nnnn2-c2ccc(Cl)cc2)n1
17 | Cc1ccccc1NC(=O)c1c(C)nc(SCC(=O)OCc2ccccc2)c(C#N)c1-c1ccc(F)cc1
68 | Clc1cncc(Cl)c1NNc1c2ccccc2nc2ccccc12
5 | O=C(Nc1nc(-c2ccccc2)cs1)c1cccc([N+](=O)[O-])c1C(=O)O
2 | S=C(Nc1ccccc1)Nc1nc2ccccc2n1CCOc1ccc(Br)cc1
0 | Cc1cc(O)c(/C=N/Nc2ccccc2Cl)c(=O)o1
4 | Cc1c(Cl)cccc1NC(=S)N1CCN(Cc2ccc3c(c2)OCO3)CC1
0 | C=CCN1CN(Cc2ccco2)CNC1=S
-3 | Cc1occc1C(=O)NNC(=S)Nc1cccc([N+](=O)[O-])c1
-5 | Cc1ccc(NC(=O)C(Cc2ccccc2)N2C(=O)C3C4CCC(C4)C3C2=O)cc1Cl (configuration not stated)
-8 | CC(=O)Nc1ccc(S(=O)(=O)N2CCN(c3cc4c(cc3[N+](=O)[O-])n(C)c(=O)n4C)CC2)cc1

Next section
SMILES	CD11b adhes enh
O=C(Nc1nnc(SCc2cccc3ccccc23)s1)C1COc2ccccc2O1 (configuration not stated)	-3
CCN(c1ccccc1)S(=O)(=O)c1ccc(NC(=S)NC(=O)c2ccc(Br)o2)cc1	-3
COC(=O)c1ccccc1NC(=S)NC(=O)c1ccccc1C	0
COc1ccc(CCNC(=O)C(=O)NCc2ccc(C(C)C)cc2)cc1OC	-1
CCCc1nc2c(=O)n(C)c(=O)[nH]c2n1C	-3
Cc1cc(C)c2c(N=NN3CCCCC3)[nH]nc2n1	0
O=C(CN(c1ccccc1)S(=O)(=O)c1ccccc1)Nc1ccccc1C(=O)NCc1ccco1	-2
CS(=O)(=O)N(CC(=O)Nc1cc(Cl)ccc1Cl)c1ccccc1Cl	-2
N#Cc1cc(C(=O)c2ccccc2OCC(=O)Nc2ccccc2)cn(C2CCCCC2)c1=O	11
O=C(Cn1c(C(F)(F)F)nc2ccccc21)c1ccc(Cl)cc1	-6
O=C(Cn1cc(SCc2ccc(F)cc2)c2ccccc21)N1CCOCC1	-1
CCOC(=O)COc1ccc2ccccc2c1/C=C/[N+](=O)[O-]	4
O=C(COC(=O)c1oc2ccccc2c1COc1ccccc1)NCCN1C(=O)CSC1=O	4
C/C(=N/NC(=O)Cc1c(C)[nH][nH]c1=O)c1ccc(O)cc1	8
COc1ccc(CNC(=O)CSc2ccc(Br)cc2)cc1OC	3
Cc1ccc(/C=N/NC(=O)CSc2nc3nc(C)cc(C)n3n2)cc1	-1
Clc1cccc(CN2CCC(Cc3ccccc3)CC2)c1	-2
O=C(N/N=C/c1c[nH]c2ccc(Br)cc12)c1ccn(Cc2ccc(Cl)cc2)n1	5
CCC(C)c1ccc(NC(=O)C2CCN(c3ccc(C(F)(F)F)cn3)CC2)cc1 (configuration not stated)	36
O=C(COC(=O)c1ccccc1C(=O)c1ccccc1)NCCc1ccccc1	1
C/C(CC(=O)Nc1ccc(N(C)C)cc1)=N\NC(=O)c1ccccn1	-1
Cc1c(Nc2c3c(c(C#N)c4nc5ccccc5n24)CCC3)c(=O)n(-c2ccccc2)n1C	-5
COc1ccccc1NC(=O)COc1ccc(C(=O)OCC(=O)N(C(C)C)C(C)C)cc1OC	0
O=C1CC2C(CC(OC(=O)c3ccc(-c4ccccc4)cc3)C2CO)O1 (configuration not stated)	112
C/C(=N\NC(=O)C1COc2ccccc2O1)c1ccc(C)o1 (configuration not stated)	6
Next section.
SMILES	CD11b adhes enh
CCOc1ccc(C2C(C#N)=C(N)N(c3sc4c(c3C#N)CCCC4)C3=C2C(=O)CCC3)cc1 (configuration not stated)	-4
O=C(/C=C1\NCC2c3ccccc3CCN2C1=O)c1ccccc1 (configuration not stated)	1
COC(=O)c1[nH]c2ccccc2c1NC(=O)/C=C/c1ccc2c(c1)OCO2	8
O=C(OC1CCN(c2ccc([N+](=O)[O-])cc2)CC1)c1ccccc1	2
CCOCCSc1nc2c(c(-c3cccs3)c1C#N)CC/C2=C/c1cccs1	5
COc1ccccc1C(=O)Nc1nnc(C)s1	1
O=C(N/N=C\c1ccc(-c2ccccc2[N+](=O)[O-])o1)C1COc2ccccc2O1 (configuration not stated)	4
COc1cc(/C=N/NC(=O)c2cccnc2)ccc1OCC(=O)N1CCOCC1	-1
Cc1ccc(S(=O)(=O)N2CCN(C)CC2)c(C)c1N(C)S(=O)(=O)c1ccc(Cl)cc1	0
C/C(N)=C(/C#N)C(=O)CSc1nc2ccccc2c(=O)n1-c1ccc(C)c(Cl)c1	1
CC(C)n1c(O)c(N=NC(=O)c2ccccc2NS(=O)(=O)c2cccs2)c2ccccc21	1
O=C(Cc1ccc([N+](=O)[O-])cc1)N1CCN=C1SCc1ccccc1	-4
COc1cccc(OCC(=O)NNC(=O)c2cccs2)c1	-2
O=C(O/N=C1/CCCc2occc21)c1ccccc1	0
COc1ccc(NCc2nc3ccccc3n2CCOc2ccccc2)cc1	-5
CCCCc1ccc(/C=C2\C(=O)c3ccccc3C(O)=C2C(=O)OCC)cc1	-8
Cc1ccc(/C=C/C(=O)Nc2cccc(S(=O)(=O)N3CCOCC3)c2)o1	16
CCC(C)NC(=O)Cn1nc([N+](=O)[O-])c(Cl)c1C (configuration not stated)	-1
Cc1ccccc1NC(=O)c1onc2c1CCCC2	15
Cc1ccc(NS(=O)(=O)c2cc(C(=O)NCc3ccccn3)ccc2Cl)cc1C	3
CCCc1cc(C(=O)NNC(=S)NCc2ccccc2)cs1	-2
Cc1ccc(S(=O)(=O)C2C(=O)N(C)C3(C)CC2c2ccccc2O3)cc1 (configuration not stated)	10
Cc1ccc(S(=O)(=O)N2CCCCC2)cc1NC(=O)CCOc1ccccc1	1
CCC(C)(C)NC(=O)CN(Cc1cccs1)C(=O)C(=O)Nc1ccc2c(c1)OCCO2	1
O=C(/C=C/c1c[nH]c2ccccc12)c1cccc2ccccc12	-1
Next part
SMILES	CD11b adhes enh
O=C(Nc1nc2ccccc2s1)c1cc(-c2ccco2)nc2ccccc12	-1
O=C(CNC(=O)/C=C/c1ccccc1)N=Nc1c(O)n(Cc2ccccc2)c2ccccc12	4
CN(C)CCCO/N=C(\c1ccccc1)c1ccncc1	4
Cc1cc(NS(=O)(=O)c2ccc(Nc3nc(-c4sc(C)nc4C)cs3)cc2)no1	2
CCOC(=O)C(C)Sc1nnc(NC(=O)c2cccc([N+](=O)[O-])c2C)s1 (configuration not stated)	-2
CCc1ccccc1NC(=O)c1cccc(NC(=O)/C=C/c2ccco2)c1	1
Oc1[nH]c2ccccc2c1/C=N/N1CCCCC1	2
Cc1ccccc1NC(=O)C1c2ccccc2Oc2ccccc21	24
O=C(Nc1cc(Cl)ccc1Oc1ccccc1)c1ccccc1F	2
Cc1c(N=C2SCC(=O)N2/N=C\c2ccc(Br)cc2)c(=O)n(-c2ccccc2)n1C	3
C/C(=N/Nc1nc(-c2ccccc2)cc(-c2ccccc2)n1)c1ccc(N)cc1	12
Cc1ccc(CN(CC(=O)N/N=C/c2ccccc2[N+](=O)[O-])S(=O)(=O)c2ccc(C)cc2)cc1	0
O=C(Cc1ccccc1)NCC(=O)OCC(=O)c1ccc(Cl)c([N+](=O)[O-])c1	2
N#CC1=C(N)n2c(s/c(=C\c3cccs3)c2=O)=C(C#N)C1c1cccs1 (configuration not stated)	44
CC(C)(C)c1ccc(C(=O)c2c[nH]c(C(=O)NCCCN3CCOCC3)c2)cc1	5
COc1ccc(-c2nnc(SCc3nnc(-c4cccs4)o3)n2CC2CCCO2)cc1 (configuration not stated)	2
CC(NC(=O)c1ccc(N(C)C)cc1)C1CC2CCC1C2 (configuration not stated)	3
O=[N+]([O-])c1ccc(COc2ccc(-c3[nH]ncc3-c3ccccc3)c(O)c2)cc1	0
COc1ccc(C(=O)Sc2ccc(C)cc2)cc1OC	5
Nc1cccc2c1C(=O)N(C(=O)c1cccc(S(=O)(=O)N3CCCC3)c1)C2=O	-2
CCOC(=O)c1sc2nc(C)cc(-c3ccccc3)c2c1N	0
COc1ccc(C(NC(=O)CNC(C)=O)C(=O)Nc2ccc(C(C)C)cc2)cc1 (configuration not stated)	1
O=C(Nc1ccc(Cl)cc1)N(Cc1nc2ccccc2c(=O)[nH]1)Cc1cccs1	-5
CC(OC(=O)c1cc2c(ccc3ccccc32)oc1=O)c1nc2ccccc2s1 (configuration not stated)	-2
Cc1cccc(C)c1NC(=O)Cn1nc(-c2ccccc2)nc1-c1ccccc1	9
(list continues)
SMILES	CD11b adhes enh
COc1ccccc1CNC(=O)c1c(-c2ccccc2)nn(-c2ccccc2)c1C	-1
CCOC(=O)/C(=N\Nc1ccc(Cl)cc1)c1csc(Nc2ccccc2)n1	0
O=C(N/N=C/c1c(O)n(-c2ccc(Cl)cn2)c(=O)c2ccccc12)C1CC1	1
Cc1ccc(C)c(NC(=O)C2Cc3ccccc3CN2C(=O)OCc2ccccc2)c1 (configuration not stated)	-3
Cc1cc(C(=O)NN=C2C3CC4CC(C3)CC2C4)c2ccccc2n1	-2
CCN(CC)CCNc1nc(-c2ccccc2)nnc1C(F)(F)F	-2
CCCCN(CCCC)CC(O)CN(c1cc([N+](=O)[O-])ccc1OC)S(=O)(=O)c1ccccc1 (configuration not stated)	-3
CC(C)(C)OC(=O)COc1cc(OCC(=O)OC(C)(C)C)c2c(=O)cc(-c3ccccc3)oc2c1	-4
CC(C)NC(=O)c1ccccc1S(=O)c1ccccc1C#N (configuration not stated)	-2
CCn1ncc(/C=N/N=C2\CCC3C4CCc5cc(O)ccc5C4CCC23C)c1C (configuration not stated)	-2
O=C(O)c1ccc(NS(=O)(=O)c2ccc3nnn(O)c3c2)cc1	-1
CCCCNC(=O)C1CC(c2c(Cl)cccc2Cl)=NO1 (configuration not stated)	-2
COc1cccc(/C=N/Nc2nnc(C)n2N)c1OCc1ccccc1Cl	-3
CSc1nc(C)c2c(n1)N(c1cccc(C)c1)CC2	5
Cc1nc([N+](=O)[O-])c(Sc2nc3ccc([N+](=O)[O-])cc3[nH]2)n1Cc1ccccc1	-2
Cc1cccc(-n2cnc3cc([N+](=O)[O-])ccc32)c1	2
Cc1cc(Br)ccc1OCC(=O)NNC(=O)c1ccc(NC(=O)C2CC2)cc1	-3
O=C(NNC(=O)c1cc(-c2ccccc2)nn1-c1ccccc1)c1ccccc1	0
CCOC(=O)c1c(NC(=S)NC(=O)c2ccco2)sc2c1CCCC2	22
Cc1cccc(NC(=O)C2=C(O)c3ccccc3N(C)S2(=O)=O)c1	-1
COc1ccc(OC)c(/C=C(\NC(=O)c2ccccc2)C(=O)N/N=C/c2ccc(C)s2)c1	-4
Cc1cccc(C(=O)Nc2sc(C)c(-c3ccccc3)c2C#N)c1	-6
CCCN1C(=O)/C(=C/c2cc(C)n(C)c2C)SC1=Nc1ccc(OCC)cc1	0
Cc1ccc2c(c1)N(C(=O)CCC(=O)N1CCc3ccccc3C1)CCO2	-3
CC(C)Nc1nc(NC(C)C)nc(N(C)N)n1	-5
O=c1[nH]c2ccc(NC(=S)Nc3ccccc3Cl)cc2[nH]1	1
